# Screening results as filed in PubChem BioAssay.
# MCF10A rerep = inducers of DNA re-replication in MCF 10A breast cells. MCF 10A DNA re-replication, Hoechst nuclear intensity, 48 h. Potency, µM (highest dose often 46.1 µM), for inactives: at the highest dose activity, positive = re-replication, usual class: activators. 350,000 compounds, 2.9% hits; note: % of control where 0% means no effect; nearly all actives have a fitted effect of over 50% in size
# Nrf2 ARE act = activators of Nrf2 (ARE) signaling; AID 624171; 410,000 compounds, 0.31% hits; AREc32 ARE-luciferase reporter (MCF7-derived line), luminescence, 24 h; Potency, µM (highest dose often 46.1 µM), for inactives: at the highest dose activation, usual class: activators; note: % of control where 0% means no effect; nearly all actives have a fitted effect of over 65% in size
#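 Luminescent ARE reporter assay in AREc32_Fluc cells: overnight plating at 37 deg C, 24 hr compound incubation, Steady-Glo added, 30 min RT before reading.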
# Nrf2 inh = Nrf2 pathway inhibition. Potency, µM (highest dose often 46 µM), for inactives: top-dose activity change, negative = inhibition, actives largely listed as inhibitors. A549 ARE-Fluc reporter, luciferase luminescence, 18-24 h. 360,000 compounds, 2.1% hits. AID 504444; note: % is set by controls: 0 for no effect and ±100 for the full control effect; nearly all actives have a fitted effect of over 60% in size
#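 Two sequential reads on A549 ARE_Fluc cells exposed to compound for 18-24 h: a CellTiter-Fluor fluorescence read for viability, then a luciferase luminescence read for Nrf2/ARE activity.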
# ATXN2 expr inh = ATXN2 expression inhibition. Potency, µM (top dose mostly 57 µM), for inactives: at the top dose activity change, negative = inhibition, hits mostly inhibitors. 360,000 compounds, 0.72% hits. HEK-293 ATXN2-luciferase reporter, luminescence, 24 h. AID 1745845; note: % is set by controls: 0 for no effect and ±100 for the full control effect; nearly all actives have a fitted effect of over 55% in size
#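 ATXN2-luciferase reporter cells (luciferase flanked by upstream and downstream ATXN2 gene portions) were treated 24 h at 37 °C with compounds at up to 57 uM. SteadyGlo luminescence gave expression; GF-AFC fluorescence gave viability.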
# S2 tox = viability counter-screen for ATXN expression inhibitors; S2 cells (HEK-293 line with an ATXN2-luciferase reporter) viability, CellTiter-Fluor protease fluorescence, 24 h; Potency, µM (series often up to 56.7 µM), usual class: cytotoxic; 400,000 compounds, 0.49% hits; AID 651635; note: nearly all actives have a fitted effect of over 40% in size
# TGFb inhibitor = blocks TGF-b signaling; 410,000 compounds, 1.2% hits; AID 588855; Potency, µM (top dose mostly 46.1 µM), inactives show top-dose activity, negative = inhibition, hits mostly inhibitors; HepG2 CAGA-GFP TGF-b/SMAD3 reporter, GFP fluorescence, 18 h; TGF-beta stimulated, 500 pg/mL final; note: % is set by controls: 0 for no effect and ±100 for the full control effect; nearly all actives have a fitted effect of over 65% in size
#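 Inhibition of TGF-beta-driven CAGA-GFP reporter expression in HEPG2 cells is measured by cellular GFP fluorescence after 18 h stimulation with 500 pg/mL recombinant TGF-beta in 1% FBS medium at 37 degrees C.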
# HepG2 tox = HepG2 cytotoxicity, counter-screen for TGF-b inhibitors | HepG2 CAGA-GFP viability, ATP luminescence, 18 h | Potency, µM (series often up to 46.1 µM), for the others: top-dose activity change, negative = cytotoxicity, actives largely listed as cytotoxic | 410,000 compounds, 0.76% hits | AID 588856; note: some results filed as inactive show a strong effect at the top dose
#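 HepG2 CAGA-GFP cells (1000/well, DMEM with 1% FBS) received compound, then TGF-beta at 500 pg/mL final, and were incubated 18 hours at 37 degrees C. Viability was read by CellTiter-Glo luminescence. Media-only wells were set as complete cell-killing and DMSO as no toxicity.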
# A549 tox = kills or reduces viability of A549 cells in Nrf2 counter-screen. A549 ARE-Fluc cells, CellTiter-Fluor viability, 18-24 h. Potency, µM (series often up to 46 µM), inactives show at the top dose activity change, negative = cytotoxicity, usual class: inhibitors. 390,000 compounds, 0.16% hits; note: % is set by controls: 0 for no effect and ±100 for the full control effect
#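 Cytotoxicity counterscreen: CellTiter-Fluor fluorescence was measured in A549 ARE_Fluc cells after 18-24 h of compound exposure in a concentration series. The subsequent BugLite luminescent read reports ARE-luciferase activity.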
# EPAC2 antag = EPAC2 (human) antagonism | Q8WZA2 | 360,000 compounds, 0.18% hits | AID 720708 | EPAC2 GEF exchange of Rap1B-BODIPY-GDP, fluorescence | Potency, µM (doses to about 114 µM), without a hit: at the highest dose activity, negative = inhibition, most hits filed as inhibitors; note: % is set by controls: 0 for no effect and ±100 for the full control effect; nearly all actives have a fitted effect of over 45% in size; many of its hits are not listed in these tables
# Target sequence (Q8WZA2 whole entry, looked up): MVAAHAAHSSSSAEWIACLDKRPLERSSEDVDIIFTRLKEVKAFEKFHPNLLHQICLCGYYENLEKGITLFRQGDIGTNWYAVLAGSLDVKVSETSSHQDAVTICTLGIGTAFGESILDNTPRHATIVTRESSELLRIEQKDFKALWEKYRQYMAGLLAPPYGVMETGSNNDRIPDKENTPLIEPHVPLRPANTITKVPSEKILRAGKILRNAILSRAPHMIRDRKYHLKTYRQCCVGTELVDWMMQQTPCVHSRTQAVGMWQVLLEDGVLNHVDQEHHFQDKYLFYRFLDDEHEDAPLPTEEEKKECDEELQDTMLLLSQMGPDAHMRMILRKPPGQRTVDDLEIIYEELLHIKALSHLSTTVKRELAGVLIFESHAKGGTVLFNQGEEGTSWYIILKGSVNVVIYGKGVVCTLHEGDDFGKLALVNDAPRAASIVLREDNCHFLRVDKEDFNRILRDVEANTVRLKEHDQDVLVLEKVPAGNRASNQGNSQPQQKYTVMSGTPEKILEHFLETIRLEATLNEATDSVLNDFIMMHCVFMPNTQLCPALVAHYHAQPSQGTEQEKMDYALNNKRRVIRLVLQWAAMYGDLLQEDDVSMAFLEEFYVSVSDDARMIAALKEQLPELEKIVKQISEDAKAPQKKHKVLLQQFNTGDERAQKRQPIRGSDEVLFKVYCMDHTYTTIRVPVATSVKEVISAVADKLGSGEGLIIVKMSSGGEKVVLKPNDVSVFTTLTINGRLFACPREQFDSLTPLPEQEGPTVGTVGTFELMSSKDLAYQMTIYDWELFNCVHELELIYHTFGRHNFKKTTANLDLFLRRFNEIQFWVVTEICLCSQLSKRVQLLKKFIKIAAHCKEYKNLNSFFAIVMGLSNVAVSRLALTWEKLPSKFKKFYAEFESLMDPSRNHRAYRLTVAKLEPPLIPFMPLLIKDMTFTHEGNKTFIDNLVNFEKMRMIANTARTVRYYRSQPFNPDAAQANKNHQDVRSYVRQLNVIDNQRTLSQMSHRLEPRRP
# * marks the source's active call; other numbers are inactive results; i = inactive; ? = inconclusive; . = no result given; [ ] = dose if it differs, or a comment. Calls come from the whole dose curve; as a rule, active = well fitted curve in the direction sought with a large enough effect; inconclusive = small, poorly fitted or top-dose-only effect, or another doubt; inactive = no such curve, though single readings can be large; an effect the other way counts as inactive or inconclusive. Potency is the fitted concentration of half-maximal effect. A portion of the library; the hit share may differ from the screen's.
SMILES,MCF10A rerep,Nrf2 ARE act,Nrf2 inh,ATXN2 expr inh,S2 tox,TGFb inhibitor,HepG2 tox,A549 tox,EPAC2 antag
C/C=C/C1=CC(=O)C[C@H](c2ccc(OC)c(OC)c2)C1,15%,?,-11%,?,i,12%,-2%,-3%,-17%
C=CCN1C(=O)C2(OCCCO2)c2ccccc21,-2%,-0.2%,-4%,-11%,i,7%,-10%,11%,-3%
COc1ccc(C(C)=O)cc1COc1cccnc1[N+](=O)[O-],?,-0.4%,1%,-27%,i,-5%,8%,-3%,-5%
CC(C)(C)c1ccc(Cn2c(=O)cnc3ccccc32)cc1,15µM*,-1.1%,?,?,i,10µM*,-16%,-4%,-24%
O=C(CCCN1C(=O)C(c2ccccc2)Oc2cccnc21)Nc1cccc(F)c1 (configuration not stated),2%,-0.5%,-18%,-12%,?,-4%,-5%,1%,-5%
O=C(Nc1cccc(C(=O)N2CCCC2)c1)c1ccccc1Cl,13%,-0.3%,-8%,-1%,i,6%,-7%,0%,-1%
COc1ccccc1/C=N/NC(=O)CSc1ccc2ccccc2n1,16µM*,7.2%,?,63%[activator],i,0%,-5%,-3%,-5%
CC(=O)OC1COC(n2ccc3cc([N+](=O)[O-])ccc32)C(OC(C)=O)C1OC(C)=O (configuration not stated),-3%,-0.9%,-11%,2%,i,0%,-7%,-4%,2%
O=C(COc1ccc2c3c(c(=O)oc2c1)CCCC3)NCCCN1CCOCC1,-1%,-0.2%,7%,5%,i,8%,-1%,1%,11%
CCn1c(C)cc(C(=O)COC(=O)CNC(=O)c2ccco2)c1C,.,-0.4%,.,.,i,4%,-2%,.,2%
CCC(C)N(C)C1CCN(C(=S)Nc2cccc(OC)c2)CC1 (configuration not stated),-1%,0.0%,10%,5%,i,6%,7%,1%,-1%
CC1(C2CC2)NC(=O)N(CC(=O)Nc2ccccc2C#N)C1=O (configuration not stated),-2%,-0.7%,2%,-16%,i,21%,4%,0%,5%
COCc1cc(N2CCN(c3ccccc3F)CC2)nc(-c2ccccc2)n1,14%,0.3%,-25%,-27%[11.3 µM],i,0%,-6%,-1%,2%
O=C(NNC(=O)c1cc(-c2ccccc2)nn1-c1ccccc1)c1ccccc1,?,0.0%,-20%,-31%,?,-24%,-4%,-2%,-1%
CSc1nc2nc3c(cn2n1)C(=O)CC(c1ccccc1)C3 (configuration not stated),-1%,-0.3%,-15%,-7%,i,-17%,-16%,1%,2%
O=C(CC1CCCC1)Nc1cc(S(=O)(=O)N2CCOCC2)ccc1O,0%,-0.8%,4%,-6%,?,-3%,4%,0%,2%
Cc1cn2c(nc1=O)OC1C(O)C(COC(=O)c3ccccc3)OC12 (configuration not stated),?,-0.2%,-1%,-13%,i,12%,-4%,-1%,12%
Cc1nc([N+](=O)[O-])c(Sc2nc3ccc([N+](=O)[O-])cc3[nH]2)n1Cc1ccccc1,18µM*,-1.9%,-15%,-29%,?,-90%,10µM*,-21%,15%
COc1ccc(/C=C(/NC(=O)c2ccccc2)C(=O)N2CCCC2)cc1OC,-1%,-0.6%,-2%,2%,i,13%,1%,-12%,17%
CC1(N=Cc2cc(Cl)ccc2O)COP(=O)(NC2CCCC2)OC1 (configuration not stated),.,2.3%,10%,2%,?,2%,1%,-5%,-6%
COC(=O)c1ccc(CSc2nc3c(c(=O)n2-c2ccc(F)cc2)SCC3)o1,?,0.0%,?,-10%,i,-30%,2%,-16%,-1%
CC1c2cc3c(cc2CCN1C(=O)c1ccc(C(F)(F)F)cc1)OCCCO3 (configuration not stated),10%,0.2%,?,-27%,i,?,4%,4%,-6%
NS(=O)(=O)c1ccc(CCNC(=O)Cc2c[nH]c3ccccc23)cc1,10%,0.3%,1%,-8%,i,-14%,-1%,1%,-4%
Cc1cc(C)cc(NC(=O)C(OC(=O)c2ccc(O)cc2)c2ccccc2)c1 (configuration not stated),1%,0.0%,?,12%,i,?,-39%,-14%,-16%
COC(C(=O)N/N=C(\C)c1ccc(C)cc1)c1ccccc1 (configuration not stated),-14%,0.4%[9.22 µM],10%,26%,i,4%,0%,9%,-15%
COCCCN1C(=O)N(c2ccccc2)C(=O)C1CC(=O)Nc1ccccc1 (configuration not stated),-7%,-0.6%,2%,-13%,i,2%,0%,-4%,0%
Cc1cccc(/N=C/c2c(O)ccc3oc4c(c23)CCCC4)n1,?,0.0%,6%,-28%,i,16µM*,1%,-2%,-1%
COc1ccc(-c2cc(=O)oc3c4c(ccc23)OCN(Cc2cccc(OC)c2)C4)cc1,.,7.1%,19%,-29%,.,17%,-16%,-5%,.
Cc1cc(Br)ccc1OCC(=O)NNC(=O)c1ccc(NC(=O)C2CC2)cc1,3%,-0.2%,10%,-3%,i,-11%,2%,10%,-15%
COc1ccc(/C=C/C(=O)Oc2cccc(/C=N/NC(=O)Cc3ccc(Br)cc3)c2)cc1,?,0.3%,?,-7%,?,11%,3%,-8%,5%
Cc1cccc(-n2cnc3cc([N+](=O)[O-])ccc32)c1,6%,0.4%,1%,16%,i,24%,-5%,-1%,4%
COc1ccc2nc(N/C(N)=N/S(C)(=O)=O)nc(C)c2c1,?,-0.9%,0%,24%,i,2%,7%,0%,8%
COc1cccc(CNc2nc3nc(C)c(Cl)c(=O)n3[nH]2)c1,6%,-0.4%,7%,4%,i,-4%,13%,0%,2%
NC(=O)c1ccccc1NS(=O)(=O)c1cccs1,-1%,0.2%,0%,-4%,i,-1%,-8%,6%,-7%
C=CCn1c(CC(=O)OC)csc1=Nc1ccc(C(C)=O)cc1,19%,5.5%,5%,3%,i,-23%,-17%,-8%,-4%
CCOC(=O)c1cccc(NC(=O)CC2C(=O)N(c3ccc(F)cc3)C(=O)N2Cc2cccc(OC)c2)c1 (configuration not stated),.,5.5%,25%,.,.,?,-38%,-1%,.

# Arranged by formula weight (rising): part of the list above.
SMILES,MCF10A rerep,Nrf2 ARE act,Nrf2 inh,ATXN2 expr inh,S2 tox,TGFb inhibitor,HepG2 tox,A549 tox,EPAC2 antag
Cc1cccc(-n2cnc3cc([N+](=O)[O-])ccc32)c1,6%,0.4%,1%,16%,i,24%,-5%,-1%,4%
COC(C(=O)N/N=C(\C)c1ccc(C)cc1)c1ccccc1 (configuration not stated),-14%,0.4%[9.22 µM],10%,26%,i,4%,0%,9%,-15%
COCCCN1C(=O)N(c2ccccc2)C(=O)C1CC(=O)Nc1ccccc1 (configuration not stated),-7%,-0.6%,2%,-13%,i,2%,0%,-4%,0%
Cc1cc(Br)ccc1OCC(=O)NNC(=O)c1ccc(NC(=O)C2CC2)cc1,3%,-0.2%,10%,-3%,i,-11%,2%,10%,-15%

# (list continues)
SMILES,MCF10A rerep,Nrf2 ARE act,Nrf2 inh,ATXN2 expr inh,S2 tox,TGFb inhibitor,HepG2 tox,A549 tox,EPAC2 antag
CC1CCCCN1CCNC(=O)c1ccc2c(=O)n(Cc3ccc(Cl)cc3)c(=S)[nH]c2c1 (configuration not stated),7.3µM*,9.0%,15%,?,i,?,13µM*,-6%,?
COc1cccc(/C=N/Nc2nnc(C)n2N)c1OCc1ccccc1Cl,6%,-3.6%,1%,0%,i,?,-99%,3%,-4%
NCC(=O)NCC(=O)OCc1ccccc1,1µM*,-0.1%,10%,-10%,i,0%,-2%,1%,6%
CSc1nc(C)c2c(n1)N(c1cccc(C)c1)CC2,?,0.0%,-19%,0%,i,-27%,-17%,-21%,-3%
COc1ccc(-n2c(C)cc(-c3cn4cccc(C)c4n3)c2C)cc1,?,7.7%,13%,.,i,?,0%,-3%,5%
C#CCSc1nccc(-c2nn(-c3ccc(C)cc3)ccc2=O)n1,?,0.4%,-15%,-16%,i,-2%,9%,-12%,11%
COC(=O)c1sc(S(=O)(=O)NC(Cc2ccccc2)C(=O)O)c(C(=O)OC)c1C (configuration not stated),-2%,-0.3%,6%,-3%,i,1%,1%,-2%,-3%
CCOC(=O)C1(C)CCN1C(=O)c1c(F)cccc1F (configuration not stated),.,-0.5%,.,8%,i,-5%,-9%,.,-7%
CC(=O)Nc1ccc(-c2csc(NC(=O)CCNC(=O)c3ccco3)n2)cc1,-3%,5.9%,0%,7%,i,3%,-6%,-7%,1%
Cc1ccc(NC(=O)Cn2nc(C(F)(F)F)c3c2CCC3)cc1,21%,0.3%,-17%,-12%,i,1%,1%,-1%,5%
COc1ccccc1CN(C)C(=O)C(NC(=O)Cc1cccc2ccccc12)C(C)C (configuration not stated),0%,-0.3%,-9%,-2%,i,2%,-19%,-2%,-4%
COCCCN1C(=O)C(=O)/C(=C(/O)c2ccc(OC(C)C)cc2)C1c1cccnc1 (configuration not stated),-10%,-0.5%,0%,5%,i,-16%,3%,3%,-1%
CCCCNC(=O)C1CC(c2c(Cl)cccc2Cl)=NO1 (configuration not stated),3%,-0.2%,1%,-14%,i,-4%,2%,0%,7%
C=CCOc1ccc(Cl)cc1C(=O)O,-2%,-0.1%,?,7%,i,10%,-96%,-2%,2%
Cn1c(CNc2cccc(C(F)(F)F)c2)n[nH]c1=S,3%,2.1%,?,.,i,-11%,-1%,-2%,1%
O=[N+]([O-])c1ccc(Cl)cc1N1CCCCC1,9%,3.5%,3%,-16%,i,-20%,-28%,21%,?
CCOc1ccc2nc(SCC(=O)Nc3ccc(F)cc3)nc(-c3ccccc3)c2c1,.,5.0%,?,.,.,-2%,-4%,-3%,.
Cc1nc2ccccc2c(=O)n1NC(=O)Nc1ccccc1,-4%,-0.4%,-5%,5%,i,-3%,1%,-1%,-14%
O=C(NCc1ccco1)c1ccc2c(=O)n(CC3CCCO3)c(=S)[nH]c2c1 (configuration not stated),-1%,4.3%,?,6%,i,0%,-5%,1%,0%

# 4 entries picked at random from the list so far:
SMILES,MCF10A rerep,Nrf2 ARE act,Nrf2 inh,ATXN2 expr inh,S2 tox,TGFb inhibitor,HepG2 tox,A549 tox,EPAC2 antag
Cc1cc(Br)ccc1OCC(=O)NNC(=O)c1ccc(NC(=O)C2CC2)cc1,3%,-0.2%,10%,-3%,i,-11%,2%,10%,-15%
COc1ccccc1CN(C)C(=O)C(NC(=O)Cc1cccc2ccccc12)C(C)C (configuration not stated),0%,-0.3%,-9%,-2%,i,2%,-19%,-2%,-4%
CC(=O)OC1COC(n2ccc3cc([N+](=O)[O-])ccc32)C(OC(C)=O)C1OC(C)=O (configuration not stated),-3%,-0.9%,-11%,2%,i,0%,-7%,-4%,2%
C=CCOc1ccc(Cl)cc1C(=O)O,-2%,-0.1%,?,7%,i,10%,-96%,-2%,2%
